Screening results: PubChem BioAssay, National Center for Advancing Translational Sciences (NCATS)
HT1080 IDH1KD tx: kills HT-1080 cells with IDH1 knockdown; HT-1080 IDH1 knockdown viability, ATP luminescence, 48 h; Potency, µM (doses to about 46.1 µM), without a hit: at the top dose activity, negative = toxicity, actives largely listed as cytotoxic; hit rate 2% among 360,000;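 note: potency is the fitted concentration of half-maximal effect; 0% = DMSO wells and -100% = cell-free medium wells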
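Viability of IDH1-knockdown HT-1080 fibrosarcoma cells was assessed by CellTiter-Glo after 48 h at 37 °C with titrated compound; concentration-effect curves were classified by fit quality and response size.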
ATXN2 expr inh: ATXN2 expression inhibition; HEK-293 ATXN2-luciferase reporter, luminescence, 24 h; Potency, µM (top dose mostly 57 µM), inactives show top-dose activity change, negative = inhibition, hits mostly inhibitors; hit rate 0.72% among 360,000; AID 1745845; note: potency is the fitted concentration of half-maximal effect; % is set by controls: 0 for no effect and ±100 for the full control effect; nearly all actives have a fitted effect of over 55% in size
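ATXN2-luciferase reporter cells (luciferase flanked by upstream and downstream ATXN2 gene portions) were treated 24 h at 37 °C with compounds at up to 57 uM. SteadyGlo luminescence gave expression; GF-AFC fluorescence gave viability.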
KB-V1 cytotox: kills drug-selected multidrug resistant KB-V1 cells; KB-V1 MDR cells viability, CellTiter-Glo, 72 h; Potency, µM (top dose mostly 46.1 µM), inactives show at the highest dose activity change, negative = cytotoxicity, most hits filed as cytotoxic; hit rate 3.4% among 400,000; note: potency is the fitted concentration of half-maximal effect; % is set by controls: 0 for no effect and ±100 for the full control effect; nearly all actives have a fitted effect of over 60% in size
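KB-V1 cells (P-gp-expressing MDR subline of KB-3-1) in phenol-red-free DMEM with 10% FBS were exposed to library compounds over a concentration series for 72 h at 37 degrees C. Viability read by CellTiter-Glo luminescence; concentration-effect curves fitted after normalization.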
HT1080-NT tox: kills 2HG-producing HT-1080-NT fibrosarcoma cells; Potency, µM (doses to about 46.1 µM), inactives show top-dose activity, negative = less viability, most hits filed as cytotoxic; HT-1080-NT fibrosarcoma viability, CellTiter-Glo ATP luminescence, 48 h; AID 686970; hit rate 1.6% among 360,000;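 note: NT is the 2HG producing partner of a matched IDH1 knockdown line; potency is the fitted concentration of half-maximal effect; 0% = DMSO-treated cells and -100% = media-only wells without cells; nearly all actives have a fitted effect of over 55% in size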
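Fibrosarcoma NT cells, 750 per well in 5% FBS RPMI, were exposed to compound for 48 hours. Viability: CellTiter-Glo luminescence.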
SW480 rereplic: induces DNA re-replication in SW480 colon adenocarcinoma cells | Potency, µM (highest dose often 46.1 µM), inactives show at the highest dose re-replication activation, actives largely listed as activators | hit rate 1.8% among 340,000 | SW480 DNA re-replication, Hoechst DNA content imaging, 48 h | AID 624297; note: potency is the fitted concentration of half-maximal effect; % of control where 0% means no effect; nearly all actives have a fitted effect of over 55% in size
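250 cells/well; 23 nL cpd via pin tool; 48 hr, 37 C, 5% CO2; Hoechst 40 min; imager read of total nuclear intensity, ex 405/em 500-530 nm.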
MCF10A rerep: DNA re-replication induction in MCF 10a cells; MCF 10A DNA re-replication, Hoechst nuclear intensity, 48 h; Potency, µM (series often up to 46.1 µM), for the others: at the top dose activity, positive = re-replication, hits mostly activators; hit rate 2.9% among 350,000; AID 624296; note: potency is the fitted concentration of half-maximal effect; % of control where 0% means no effect; nearly all actives have a fitted effect of over 50% in size
WRN helicase inh: blocks human WRN helicase. Q14191. WRN helicase unwinding, fluorescent forked duplex, kinetic. Potency, µM (top dose mostly 114 µM), inactives show top-dose activity change, negative = inhibition, most hits filed as inhibitors. hit rate 0.46% among 360,000. AID 651768; note: potency is the fitted concentration of half-maximal effect; % is set by controls: 0 for no effect and ±100 for the full control effect; nearly all actives have a fitted effect of over 55% in size
Target sequence (Q14191 whole entry, looked up): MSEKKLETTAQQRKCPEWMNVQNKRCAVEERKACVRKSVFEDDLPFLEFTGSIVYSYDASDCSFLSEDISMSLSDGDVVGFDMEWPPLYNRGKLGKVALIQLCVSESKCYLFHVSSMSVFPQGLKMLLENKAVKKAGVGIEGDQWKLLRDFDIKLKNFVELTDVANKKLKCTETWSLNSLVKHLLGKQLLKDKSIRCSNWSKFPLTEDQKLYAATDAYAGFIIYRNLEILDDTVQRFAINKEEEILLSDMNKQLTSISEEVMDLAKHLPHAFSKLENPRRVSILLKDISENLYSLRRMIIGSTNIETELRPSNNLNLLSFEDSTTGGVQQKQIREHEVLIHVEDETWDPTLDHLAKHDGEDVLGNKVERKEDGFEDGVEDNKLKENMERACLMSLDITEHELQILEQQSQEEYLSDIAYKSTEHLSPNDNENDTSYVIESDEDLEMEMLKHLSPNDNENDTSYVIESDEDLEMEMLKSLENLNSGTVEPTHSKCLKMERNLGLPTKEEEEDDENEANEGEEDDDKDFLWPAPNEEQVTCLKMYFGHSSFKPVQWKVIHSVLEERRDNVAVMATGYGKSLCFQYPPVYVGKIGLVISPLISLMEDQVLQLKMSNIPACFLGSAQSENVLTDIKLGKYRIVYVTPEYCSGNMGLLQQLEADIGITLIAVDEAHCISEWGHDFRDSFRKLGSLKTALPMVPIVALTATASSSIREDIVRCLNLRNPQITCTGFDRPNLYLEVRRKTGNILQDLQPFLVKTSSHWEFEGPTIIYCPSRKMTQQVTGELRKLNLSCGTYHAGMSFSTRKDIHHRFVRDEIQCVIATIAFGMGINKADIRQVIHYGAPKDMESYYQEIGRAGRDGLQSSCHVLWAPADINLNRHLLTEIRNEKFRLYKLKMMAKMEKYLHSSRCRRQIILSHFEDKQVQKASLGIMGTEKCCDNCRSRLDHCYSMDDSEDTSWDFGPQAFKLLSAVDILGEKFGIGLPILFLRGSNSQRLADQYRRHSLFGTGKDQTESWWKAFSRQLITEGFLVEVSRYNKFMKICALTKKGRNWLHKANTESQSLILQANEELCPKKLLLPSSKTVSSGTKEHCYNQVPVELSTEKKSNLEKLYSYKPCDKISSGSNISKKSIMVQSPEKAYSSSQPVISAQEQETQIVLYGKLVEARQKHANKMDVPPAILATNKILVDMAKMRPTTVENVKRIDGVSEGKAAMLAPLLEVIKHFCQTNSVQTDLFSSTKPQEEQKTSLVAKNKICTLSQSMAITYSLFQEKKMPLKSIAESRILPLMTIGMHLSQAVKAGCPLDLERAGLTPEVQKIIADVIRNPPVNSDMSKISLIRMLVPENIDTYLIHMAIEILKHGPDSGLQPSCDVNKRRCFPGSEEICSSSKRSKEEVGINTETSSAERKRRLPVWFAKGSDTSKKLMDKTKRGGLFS
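WRN at 20 nM final preincubated with compound 15 min at room temperature; reaction started with 100 nM fluorophore/quencher forked duplex oligonucleotide and 2 mM ATP final. Unwinding followed kinetically by red fluorescence (ex 525, em 598 nm).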
IL1B secr inh: inhibitors of inflammasome signaling (IL-1 beta secretion) | THP-1 LPS/ATP IL-1B secretion, AlphaLISA, 16 h; active compounds read low | activity change, % at 57.5 µM | hit rate 4.7% among 360,000; in the data active = activity change below about -50%; inconclusive = mostly about -30% to -49%; note: % is set by controls: 0 for no effect and ±100 for the full control effect
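THP-1 cells pretreated 1 hr with compounds (up to 57.5 uM final), then stimulated with LPS (250 ng/mL final) plus ATP (1.25 mM final); secreted IL-1B measured by AlphaLISA after 16 hr, decreased signal indicating inhibition.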
KB-3-1 tox: KB-3-1 parental cell cytotoxicity; KB-3-1 viability, CellTiter-Glo ATP luminescence, 72 h; Potency, µM (series often up to 46.1 µM), for the others: at the top dose activity change, negative = cytotoxic, most hits filed as cytotoxic; hit rate 1.4% among 400,000; note: potency is the fitted concentration of half-maximal effect; % is set by controls: 0 for no effect and ±100 for the full control effect; nearly all actives have a fitted effect of over 60% in size
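Cytotoxicity in the drug-sensitive parental line KB-3-1 was scored as loss of CellTiter-Glo luminescence following 72 h incubation with compound. Values come from curve fitting of normalized concentration-response data.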
* marks the source's active call; other numbers are inactive results; ? = inconclusive; nt = not tested or not shown; & = joins results of further samples; [ ] = remark or other dose. Unless noted, calls come from the whole dose curve; as a rule, active = well fitted curve in the direction sought with a large enough effect; inconclusive = small, poorly fitted or top-dose-only effect, or another doubt; inactive = no such curve, though single readings can be large; an effect the other way counts as inactive or inconclusive.

Values in the order: HT1080 IDH1KD tx, ATXN2 expr inh, KB-V1 cytotox, HT1080-NT tox, SW480 rereplic, MCF10A rerep, WRN helicase inh, IL1B secr inh, KB-3-1 tox
1) O=C(O)CCc1ccc(-c2ccccc2)n1NC(=O)c1cccs1
    3%, 1%, -4%, -1%, 23µM*, -15%, -11%, 30, 3%
2) CCCN(CCC(=O)Nc1cc(OC)cc(OC)c1)CC1CC1
    4%, 0%, -18%, 5%, 10%, ?, -6%[57.1 µM], -3, 4%
3) COc1ccc2c(c1)c(/C=N/Nc1nc3ccccc3[nH]1)c(C)n2C
    ?, ?, -20%, ?, ?, 21µM*, 0%, -98*, -9%
4) O=c1ccc2cc(S(=O)(=O)N3CCN(c4ccccc4F)CC3)ccc2[nH]1
    -11%, -24%, -4%, 11%, -8%, 1%, 4%, 46, -6%
5) Cc1ccc(S(=O)(=O)CCc2nc3ccccc3[nH]2)cc1C
    1%, 20%, -21%, -15%, -1%, 26%, 9%, -15, -7%
6) CCOC(=O)Cc1csc(NC(=O)CSc2nnc(-n3nc(C)cc3C)c3ccccc23)n1
    -3%, -6%, 21µM*, -14%, -1%, 19%, -11%, 13, 13%
7) CCOc1ccc(NC(=O)C2CC(=O)N(C)C(=Nc3ccc4c(c3)OCO4)S2)cc1 (configuration not stated)
    -4%, -2%, -3%, 6%, 9%, -1%, 2%, 14, ?
8) COc1ccc(NC(=O)c2cc([N+](=O)[O-])ccc2N2CCCCC2)cc1
    -20%, -7%, ?, -18%, 26%, ?, 5%, 18, ?
9) CCOc1ccccc1NC(=S)N(CCOC)C1CCN(C(C)=O)CC1
    5%, 20%, -5%, 20%, ?, -8%, -4%, 1, -2%
10) O=C(COc1ccccc1)Nc1cccc2c1CCCC2
    9%, 1%, -4%, 12%, 0%, -3%, -1%, -4, 1%
11) Cc1ccc(C(N)=O)cc1S(=O)(=O)Nc1cccc(C)c1C
    2%, 0%, ?, 11%, 3%, 4%, 7%, 0, ?
12) CCOC(=O)C1=C(N)Oc2cc(O)ccc2C1c1ccc([N+](=O)[O-])cc1 (configuration not stated)
    ?, -27%, -7%, ?, 10%, ?, -5%, -70*, -7%
13) COC(=O)c1cc(Br)c(=O)n(-c2ccccc2F)c1
    -5%, 4%, 15%, -4%, -6%, -6%, 0%[57.1 µM], -4, 14%
14) c1ccc(-c2oc3ncnc(NCCCn4ccnc4)c3c2-c2ccccc2)cc1
    ?, -35%, -28%, ?, 12%, ?, -15%, -79*, -14%
15) CCNC(=S)NN=C1CCC(C(C)(C)C)CC1 (configuration not stated)
    -1%, 7%, 4%, 15%, 8%, 14%, -22%, -19, 4%
16) C=CCC[C@H](Cc1ccc(F)cc1)C(=O)OC[C@@H]1CCCN1C(=O)[C@@H](CC=C)CC(=O)NCCO
    -5%, 5%, 9%, 7%, -5%, 10%, 6%, 6, 2%
17) O=C(NCc1ccco1)c1cnn2c(C(F)(F)F)cc(-c3cccs3)nc12
    -12%, -15%, -7%, -16%, -2%, ?, -9%, -16, -4%
18) Cc1cccc(C)c1OCC(=O)NNC(=O)CCCn1c(=O)oc2ccccc21
    11%, 1%, 13%, 0%, 7%, -1%, -9%, 0, 16%
19) COc1ccc(C2(CNC(=O)c3ccc(C)cc3)CCOCC2)cc1
    28%, -13%[11.3 µM], -5%, 18%, -13%, 3%, -14%, 24, -6%
20) COc1ccc(C(=O)Nc2ccc(Cl)cc2C(=O)NCCO)cc1
    0%, -3%, -24%, ?, -4%, -18%, -4%, ?, 1%
21) COc1ccccc1NC(=O)c1cc(C(=O)Nc2ccccc2OC)cc(N2C(=O)CCC2=O)c1
    ?, -12%, 28%, ?, 0%, -1%, -7%, 11, 17%
22) O=C(O)/C=C/c1ccc([N+](=O)[O-])o1
    -1%, 3%, 0%, 1%, ?, ?, -25%, -20, -1%
23) O=c1cc(-c2ccccc2)nc2nc(CCc3ccccc3)[nH]n12
    7%, 1%, 4%, -1%, -1%, 3%, -14%, 12, -1%
24) COc1ccc2c(c1)C[C@]1(C)c3ccccc3C(=O)N(Cc3ccccc3)[C@H]21
    ?, ?, ?, -24%, -5%, -5%, -1%, -12, ?
25) COc1ccc(CCNC(=S)Nc2ccc(S(=O)(=O)Nc3ncccn3)cc2)cc1OC
    7%, 5%, 16%, 16%, ?, 7%, 7%, -15, 8%
26) CCOC(=O)[C@]12CCC=C1N(Cc1ccc(Cl)cc1Cl)C(=O)[C@H](CC(=O)N1CCN(C(=O)c3ccco3)CC1)C2
    ?, 0%, 10µM*, -13%, nt, nt, -8%, ?, -12%
27) O=C(NNc1cccc(Cl)n1)c1ccc(Cl)nc1
    22%, -17%, 1%, 27%, -15%, 0%, 2%, -15, -4%
28) CCCn1c(N)c(C(=O)CSc2n[nH]c(-c3ccc(C)cc3)n2)c(=O)[nH]c1=O
    12%, -17%, -1%, 0%, -4%, 0%, 7%, 24, ?
29) Cn1cccc1C1CCCN1CC(=O)Nc1ccc(C(N)=O)cc1 (configuration not stated)
    6%, -1%, 0%, 0%, 0%, -1%, 3%, -10, 15%
30) O=C(OCc1ccccc1C(F)(F)F)c1cc([N+](=O)[O-])ccc1N1CCOCC1
    -25%, -20%, ?, -6%, -10%, 5%, -9%, 8, -14%
31) O=C(CSc1n[nH]c(=O)[nH]c1=O)NC1CCCCC1
    0%, 5%, 2%, 8%, -1%, -6%, 0%, -14, 16%
32) O=C(N/N=C\c1cccc(Br)c1)c1ccccc1-n1cccc1
    -19%, -3%, -8%, -20%, 0%, 16%, -12%, 1, 12%
33) COc1ccc(CC(=O)NC(C)(C)CC(C)=O)cc1OC
    13%, -6%, 8%, 3%, -1%, 1%, -3%, 24, 10%
34) Cc1noc(C)c1COc1ccc(C(=O)NCc2cccs2)cc1
    -4%, -2%, ?, -2%, 3%, 10%, -8%, -99*, 2%
35) C/C(=N\OC(=O)c1ccc(F)cc1)c1sc(-c2ccccc2)nc1C
    3%, 88%[activator], ?, 11%, 3%, -2%, -5%, 4, -17%
36) O=C(NC1CCCCC1)n1c(=O)oc2cc(S(=O)(=O)N3CCCCC3)ccc21
    -4%, 33%[activator], 6%, 5%[9.24 µM], -1%, -1%, -10%, -2, -2%
37) COCCOC(=O)C1=C(C)NC(=S)NC1c1cccs1 (configuration not stated)
    4%, 4%[11.3 µM], ?, 12%, -13%, 0%, 2%, -26, 17%
38) COc1cc2c(cc1OC)C(Cc1ccc(O)cc1)N(C)CC2 (configuration not stated)
    2%, -4%, -23%, -1%, -4%, 15%, 0%, -9, 30%
39) CCOC(=O)c1cccc(NC(=O)CSc2nnc(-c3cccnc3)n2CC)c1
    5%, 3%, -1%, 3%, 0%, -4%, -5%, 22, 0%
40) O=C(NN1C(=O)/C(=C\c2ccc(O)c([N+](=O)[O-])c2)SC1=S)c1ccccc1Cl
    -12%, nt, -6%, -6%, -11%, -2%, -14%[11.6 µM], 0, -1%
41) COc1ccc(N2CCN(C(=O)c3ccc(S(=O)(=O)N4CCCC4)cc3)CC2)cc1
    10%, 2%, 14%, 2%, -5%, -4%, 2%, -6, 4%
42) CCOC(=O)c1sc2nc(OCc3cccnc3)cc(C)c2c1N
    4%, 1%, ?, 0%, nt, nt, ?, -50*, 4%
43) O=C(CCn1c(=S)oc2ccccc21)Nc1cccc(F)c1
    -1%, nt, -3%, -19%, -4%, 1%, -11%, -2, -4%
44) COc1ccc(/C(C)=N/NC(=O)CNC(=O)c2cccs2)cc1OC
    -3%, nt, 2%, 0%, -174%[inhibitor], -4%, 12%, -5, -2%
45) O=C1N(Cc2cccc(Cl)c2)C[C@@H]2C[C@@H](c3cccc4cccnc34)N3CCC[C@@]123
    ?, ?, -2%, ?, ?, ?, -6%, -28, ?
46) Cc1cc(Nc2nc3ccccc3nc2Cl)n(-c2ccccc2)n1
    13µM*, -9%, 13µM*, ?, ?, 13µM*, -7%, ?, ?
47) CCc1ccccc1N(CC(=O)NCc1ccc(OC)cc1)C(=O)CCC(=O)Nc1ccccn1
    -11%, -18%, -23%, -14%, -9%, -8%, -2%, -25, 6%
48) C=CCOC(=O)C1=C(C)NC(=O)NC1c1cn(-c2ccccc2)nc1-c1cccs1 (configuration not stated)
    10µM*, 0%, 21µM*, ?, -6%, 10%, -20%, -20, -15%
49) Cc1ccc(S(=O)(=O)N2CCN(c3nc(-c4cccs4)nc4ccccc34)CC2)cc1
    9%&1%, 5%, 9%&0%, 25%&18%, nt, nt, nt, nt, 0%&0%
50) CCN(CC)CCN(C)c1ccc(N2C(=O)C3CC=CCC3C2=O)cc1[N+](=O)[O-] (configuration not stated)
    5%, -4%, -8%, 21%, -9%, 8%, -6%, 44, 7%
51) CCOC(=O)CN1CC23C=CC(O2)C(C(=O)NC2CCCC2)C3C1=O (configuration not stated)
    7%, 3%, -4%, 4%, -2%, -1%, 1%, 14, 1%
52) O=C(OC1CCOC1=O)C1CCN(S(=O)(=O)c2ccc(Cl)c(C(F)(F)F)c2)CC1 (configuration not stated)
    -6%, -9%, ?, -4%, ?, ?, 4%, -3, -14%
53) O=C(c1cccs1)N(Cc1cccc(Cl)c1)C1CCS(=O)(=O)C1 (configuration not stated)
    2%, 4%, 15µM*, 7%, -1%, -1%, 8%, 18, 5%
